ARNT-TACC3 inh: disruptors of ARNT/TACC3 protein interaction, primary screen, biochemical, AlphaScreen, single concentration; inhibition, % at 9.99 µM; Transforming acidic coiled-coil-containing protein 3 (Homo sapiens), Q9Y6A5; hit rate 0.66% among 390,000; AlphaScreen His-ARNT PAS-B/GST-TACC3 binding, luminescence; TACC3 fragment carries E629A point mutation;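 active = mean inhibition of replicates at least 50% and at least half of replicates each reaching 50%; inconclusive = half or more replicates reach 50% but mean below 50%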;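 note: 0% = complete ARNT plus TACC3 wells and 100% = ARNT alone without TACC3; many hits fall short of the cut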
Cneo AK release: Cryptococcus neoformans cell lysis inducers, primary screen, AK release luminescence, single concentration; C. neoformans lysis, adenylate kinase release luminescence, 4 h; normalised: neutral wells 0, clomiphene wells 100; lysis activity, % at 15 µM; hit rate 0.2% among 360,000; AID 651654, 2012;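 active = mean lysis activity across replicates of at least 80%, whatever share of replicates individually reach that level; inactive = mean lysis activity below 80%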
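Schedule: static 4 h at 37 °C with compound, 1 h detection; system: C. neoformans cells; benchmarks: Clomiphene as positive control; buffer or medium: fresh YPD medium; measure: luminescence rise reflecting yeast cell lysis; measured by: luminescent adenylate kinase detection reagent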
GSIS activator: GLuc luminescence reporter in INS-1E cells, primary screen for activators of glucose-dependent secretion of insulin; INS-1E GLuc reporter insulin secretion, 2-3 h; activation, % at 16.6 µM; hit rate 0.61% among 370,000; AID 743287, 2014;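 active = lowest replicate activation of at least 40%, so every replicate reaches that level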;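 note: 0% = median of neutral control wells and 100% = median of IBMX positive control wells; some compounds called inactive have numbers as strong as hits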
Statin myotox sup: suppressors of statin myotoxicity in C2C12 myotubes, primary screen, cell-based, single point, plate reader; rescue of ATP level, % at 7.49 µM; C2C12 myotubes + simvastatin, ATP luminescence, 48 h; scaled: DMSO 0, geranylgeraniol control 100; hit rate 0.78% among 330,000;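 active = mean ATP rescue above about 67%, or every replicate alone reaching that limit, limit read from the data, passing the limit was not always enough; inconclusive = no clear call, values can overlap the other calls; inactive = mean under the limit and some replicate under it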;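 note: myotubes were challenged with 10 µM simvastatin during compound exposure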
PglD DTNB: C. jejuni PglD acetyltransferase inhibitors, primary screen, biochemical, DTNB colorimetric, single point; purified PglD enzyme, DTNB colorimetric CoA detection; inhibition, % at 12.5 µM; hit rate 0.098% among 360,000; in the data active = inhibition above about 16%, passing the limit was not always enough; inconclusive = no clear call, values can overlap the other calls; note: strong numbers were not always called active
PAX8 inh HTS: inhibitors of PAX8-driven TPO luciferase reporter, primary screen, RMG-I cells, single concentration; SteadyGlo, 24 h; inhibition, % at 12.6 µM; hit rate 1.2% among 360,000;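 active = mean replicate inhibition at least 60% with every replicate also reaching 60%; inconclusive = only one of the two criteria is met; inactive = mean below 60% and not all replicates reaching 60%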;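 note: luciferase light reporting Pax8 driven TPO promoter activity; plate controls were median of neutral control wells for no effect and mitoxantrone controls for full effect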
LGR2 inh: inhibitors of bursicon-induced LGR2 CRE-luciferase signal, primary screen, cell-based, HEK293, CRE-luciferase reporter, bursicon stimulation. inhibition, % at 9.99 µM. Drosophila bursicon receptor LGR2 (rickets). hit rate 0.35% among 380,000. bursicon-stimulated, 4 h;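 active = drop in luminescence signal, shown as inhibition above about 50% in the replicate tests, limit read from the data, passing the limit was not always enough; inconclusive = probably only some replicates passing the limit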;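 note: agonist challenge used bursicon conditioned medium at about half maximal strength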
PGC1a acetyl inh: inhibitors of PGC1a acetylation signal, primary screen, cell-based, U2OS, AlphaScreen, inhibitor mode; AlphaScreen anti-acetyl-lysine; with virally co-expressed GCN5 acetyltransferase; inhibition, % at 15.6 µM; hit rate 0.17% among 350,000;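 active = every replicate shows inhibition of at least 40%; inconclusive = mean inhibition at least 40% but some replicate below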;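 note: 0% = neutral control wells and 100% = positive control wells; some results beyond the cut were filed as inactive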
* marks the source's active call; other numbers are inactive results; ? = inconclusive; . = not tested or not shown; & = joins results of further samples.

SMILES	ARNT-TACC3 inh	Cneo AK release	GSIS activator	Statin myotox sup	PglD DTNB	PAX8 inh HTS	LGR2 inh	PGC1a acetyl inh
COc1ccc(S(=O)(=O)N(C)C[C@H]2OCCCC[C@@H](C)Oc3ccc(NC(=O)Nc4ccccc4)cc3C(=O)N([C@@H](C)CO)C[C@H]2C)cc1	20	-1	-11	.	0	22	7	-37
Clc1ccc(-c2cnn3c(-c4ccncc4)ccnc23)cc1	0	.	-1	.	.	-238	.	4
Cc1ncc(CO)c2c1Oc1nc(-c3ccccc3)nc(SCC(=O)N3CCOCC3)c1C2	4	2	-14	-10	4	24	1	-1
O=C(N[C@H]1CC[C@H](CC(=O)N2CCc3ccccc3C2)O[C@H]1CO)C1CC1	4	59	-2	-7	7	-24	4	.
Brc1cccc(-c2cnc3n2CCCCC3)c1	24	.	18	.	.	.	-45	38
CCN1CCN(c2ccc(NC(=O)c3cc(S(=O)(=O)N4CCCC4)ccc3Cl)cc2)CC1	0	1	-6	8	-2	-14	-18	1
Cc1nc(-c2ccncc2)sc1C(=O)Nc1ccc(Cl)cc1	-4	.	-2	.	.	15	16	-14
Cn1c(N)c(C(=O)COC(=O)C2CC(=O)N(Cc3ccccc3)C2)c(=O)n(C)c1=O (stereo not given)	-3	0	15	-5	0	3	8	5
CC(C)n1ncc2c(C(=O)NCCc3ccc(S(N)(=O)=O)cc3)cc(C3CC3)nc21	-1	-2	13	-10	-3	2	-1	.
Cc1cc(C)n2nc(S(=O)(=O)NC(C)(C)C)nc2n1	16	2	2	1	2	20	0	-26
O=C(COC(=O)/C=C/c1ccc(Cl)cc1)NC1CC1	-5	-3	-8	1	-5	3	-2	3
CC(C)C#Cc1cnc2c(c1)C(=O)N([C@@H](C)CO)C[C@H](C)[C@@H](CN(C)C(=O)c1ccccc1)O2	-3	3	1	13	1	-2	-7	-7
O=C(CC1CC1)N[C@H]1CC[C@H](CCNS(=O)(=O)c2ccc(F)cc2)O[C@@H]1CO	4	5	13	5	3	-2	-3	-5
CC(=O)c1ccc(S(=O)(=O)Nc2cc3c(cc2C(C)=O)OCO3)cc1	-6	-2	-2	-5	1	-12	-16	3
COc1ccc(C2C3CCCCC3(O)CCN2C(=O)c2cccs2)cc1 (stereo not given)	-3	-1	48*	.	-8	-6	-6	.
CN(CCCN1CCOCC1)Cc1nc(-c2ccccc2)no1	-1	.	2	.	.	-1	-5	.
COCCCNC(=O)c1ccc(N(C)S(C)(=O)=O)cc1	-2	-1	19	-5	5	.	6	0
Cc1cccc([C@H]2[C@@H]3C=CCC[C@@H]3C(=O)N2Cc2ccccc2)c1	1	1	-12	-6	-4	-9	-2	-9
COc1ccccc1C1CCCN1Cc1nc(-c2ccc(C)s2)oc1C (stereo not given)	11	-1	16	-12	-2	10	17	3
O=C(N/N=C/c1cc2ccccc2nc1Cl)/C(=C/c1cccs1)NC(=O)c1ccccc1	5	2	.	.	6	.	.	-2
CC(=O)Nc1ccc(NC(=O)CCn2nnc3ccccc32)cc1	-4	.	-10	-3	.	-16	-2	12
Cc1ccc(-n2nc3c(c2NC(=O)CC(C)C)CS(=O)C3)cc1 (stereo not given)	-1	-6	4	22	1	3	-12	-9
CC1CCN(C(=O)CSc2nnc(-c3cccnc3)o2)CC1	4	1	5	16	6	-3	7	.
CCOC(CCn1c(SCc2cccc([N+](=O)[O-])c2)nc2ccccc2c1=O)OCC	-5	10	-12	6	-3	?	5	.
C[C@@H]1CN([C@H](C)CO)C(=O)c2c(c3ccccc3n2C)-c2ccccc2CO[C@H]1CN(C)Cc1ccc(Cl)c(Cl)c1	.	.	-7	.	.	58	37	-25

Sorted by the number under LGR2 inh (smallest number first): 3 of the compounds above.
| SMILES | LGR2 inh |
| --- | --- |
| CCN1CCN(c2ccc(NC(=O)c3cc(S(=O)(=O)N4CCCC4)ccc3Cl)cc2)CC1 | -18 |
| CC(=O)Nc1ccc(NC(=O)CCn2nnc3ccccc32)cc1 | -2 |
| CCOC(CCn1c(SCc2cccc([N+](=O)[O-])c2)nc2ccccc2c1=O)OCC | 5 |

Some entries already given, reduced to Statin myotox sup.
Compound	Statin myotox sup
CC(=O)Nc1ccc(NC(=O)CCn2nnc3ccccc32)cc1	-3
Cc1ccc(-n2nc3c(c2NC(=O)CC(C)C)CS(=O)C3)cc1 (stereo not given)	22

Following part:
SMILES	ARNT-TACC3 inh	Cneo AK release	GSIS activator	Statin myotox sup	PglD DTNB	PAX8 inh HTS	LGR2 inh	PGC1a acetyl inh
C[C@H](CO)N1C[C@H](C)[C@@H](CN(C)C(=O)Cc2ccncc2)Oc2ncc(C3=CCCC3)cc2C1=O	-5	3	-9	-18	1	-3	5	-3
O=c1c2ccccc2ncn1CCOCCOc1ccc([N+](=O)[O-])cc1	-6	-1	8	6	-3	-10	.	.
CCN(CC)c1ccc(N2C(=O)/C(=C\c3cccs3)SC2=S)cc1	-1	.	12	.	.	.	46	5
COc1ccc(CCN(C)C(=O)c2c(C)nn(CC(C)C)c2Cl)cc1OC	-1	1	18	7	-2	-9	-8	-1
CCS(=O)(=O)c1nc(S(=O)(=O)c2ccc(Cl)cc2)c(NCCCN2CCCC2=O)s1	30	2	4	-21	4	-3	-1	-5
Nc1nonc1-n1nnc(C(=O)N/N=C/c2cccc(Cl)c2)c1CSc1ccccc1	.	0	2	.	-1	1	-4	15
CO[C@H]1CN(C)C(=O)c2ccc(NC(=O)C3CCOCC3)cc2OC[C@@H](C)NC[C@@H]1C	-4	-5	28	4	4	.	5	-1
COCCn1c(SCC(=O)NCC2CCCO2)nc2c([nH]c3ccccc32)c1=O (stereo not given)	-2	0	22	.	3	.	0	0
N#Cc1ccsc1NC(=O)CCN1CCN(C(c2ccccc2)c2ccccc2)CC1	1	12	-16	8	17	23	6	-12
CC(C)[C@H](NC(=O)c1ccccc1)C(=O)Nc1cccc(S(=O)(=O)N2CCOCC2)c1	-6	-2	-23	-5	5	-7	-22	.
Cc1cccc(NC(=O)C2CCN(S(=O)(=O)c3cccc4cccnc34)CC2)c1	-7	1	4	8	-3	12	-9	-5
COc1ccc(S(=O)(=O)N2CCN(C(=O)c3cc4c(s3)CCC4)CC2)cc1	-9	6	-4	-4	-1	5	13	-16
Cc1cccc(N2C(=O)CC(n3ccnc3)C2=O)c1C (stereo not given)	-6	-2	0	-10	1	-9	-8	3
Cc1ccc(C)c(CN2CCC(CNC(=O)CCc3nnc4ccc(N5CCCCC5)nn34)CC2)c1	4	0	-2	-12	-5	9	2	-10
CNC[C@H]1Oc2ccc(NC(=O)Nc3cccc4ccccc34)cc2C(=O)N([C@@H](C)CO)C[C@H]1C	-5	0	2	8	-8	4	-16	0
c1cnc2nc3c4ccccc4c4ccccc4c3nc2c1	4	-13	.	10	2	17	.	6
Cc1onc(-c2ccccc2Cl)c1C(=O)Nc1nnc(-c2cccc([N+](=O)[O-])c2)s1	-9	2	.	-16	-1	16	.	9
CC(=O)Oc1cc2oc(=O)c3c(c2cc1Cl)CCC3	6	-1	.	16	-2	.	.	-3
COc1ccc(NC(=O)Cn2cnc3c(oc4nc5c(cc43)COC(C)(C)C5)c2=O)cc1	-6	-2	5	-1	-2	-2	6	1
C[C@H]1CN([C@@H](C)CO)S(=O)(=O)c2ccc(-c3ccc(C#N)cc3)cc2O[C@@H]1CN(C)C(=O)C1CC1	-6	-7	9	.	3	.	2	3
COc1ccc(NC(=O)N(C)C[C@@H]2Oc3cc(C#CCN(C)C)ccc3S(=O)(=O)N([C@@H](C)CO)C[C@H]2C)cc1	-7	-2	3	-36	-1	.	-16	10
CCCc1cc(=O)[nH]c(NCc2ccc(Cl)cc2)n1	-4	-1	.	-12	4	.	.	-14
CN(C)C(=O)C[C@@H]1CC[C@H]2[C@@H](COC[C@H](O)CN2CC2CCCC2)O1	-11	0	4	-6	7	2	-15	3
Cc1noc(C)c1S(=O)(=O)N(C)C[C@@H]1OCCCC[C@@H](C)Oc2ccc(NS(=O)(=O)c3cccs3)cc2C(=O)N([C@H](C)CO)C[C@H]1C	3	0	-15	.	-2	32	22	-17
CN1CCC[C@@H]1CCO[C@](C)(c1ccccc1)c1ccc(Cl)cc1	3	2	.	-14	-3	5	.	-12
Other records follow:
SMILES	ARNT-TACC3 inh	Cneo AK release	GSIS activator	Statin myotox sup	PglD DTNB	PAX8 inh HTS	LGR2 inh	PGC1a acetyl inh
N/C(=N\OS(=O)(=O)c1ccc(Cl)cc1)c1ccccn1	53*	.	-5	.	.	-52	-29	.
CCN(CC)C(=O)C(=O)c1cccn1-c1cccc(OC)c1C#N	.	-1	1	9	-11	4	23	.
Cc1ccccc1Oc1ncnc(N)c1[N+](=O)[O-]	-2	1	7	.	7	-29	-6	0
Cc1cc(C)cc(N(C(=O)c2snc(C(N)=O)c2N)C(C(=O)NCC2CCCO2)c2cccs2)c1 (stereo not given)	1	.	5	.	.	18	-40	-19
CCS(=O)(=O)c1nc(S(=O)(=O)c2ccc(C)cc2)c(N2CCC(O)CC2)s1	1	-6	41*	51	0	12	-4	-6
O=C(COC(=O)CC1CC2CCC1C2)Nc1ccc(Cl)c(S(=O)(=O)N2CCOCC2)c1 (stereo not given)	0	8	-58	4	-2	-18	8	10
S=C(NCC1CCCO1)Nc1ccc(Cl)c(Cl)c1 (stereo not given)	1	9	6	.	15	-57	-20	6
CO[C@@H]1CN(C)C(=O)c2ccc(NC(=O)Nc3cccc(Cl)c3)cc2OC[C@H](C)N(C(=O)Nc2c(C)noc2C)C[C@H]1C	.	.	-7	.	.	9	7	-6
C[C@H]1CN([C@@H](C)CO)S(=O)(=O)c2ccc(/C=C/c3ccccc3)cc2O[C@@H]1CN(C)C(=O)NC1CCCC1	4	18	-15	-73	-1	31	30	4
CN1CCN(S(=O)(=O)c2cccc(C(=O)N(C)C(c3ccccc3)c3ccccc3)c2)CC1	1	.	-7	-47	.	0	-10	.
C=CCn1c(SCC(=O)Nc2cccc(S(=O)(=O)N(C)c3ccccc3)c2)nnc1C1CC1	1	0	-36	-5	1	14	-5	-8
O=S(=O)(c1ccc(F)cc1)N1[C@@H]2CNC[C@H]1C2c1ccc(-c2cccc(F)c2)cc1 (stereo not given in full)	.	.	11&5	.	.	-2	-1&-10	-1&-5
COc1ccc(/C=N/NC(=O)CCn2cnc3ccccc32)cc1	0	-1	3	.	-7	-1	-3	17
CC12CCC(C(=O)Nc3ccc(SC(F)F)cc3)(CC1=O)C2(C)C (stereo not given)	-1	0	.	-8	3	.	.	-6
COc1ccc(-n2c(SCC(=O)NCc3ccco3)nnc2-c2c[nH]c3ccccc23)cc1	3	-2	-42	17	7	18	-19	5
Cc1cnc(C(=O)OCC(=O)Nc2ccc(OCc3ccccc3)cc2)cn1	-8	0	22	-7	2	-134	-35	-7
CCN(CC(N)=O)S(=O)(=O)c1ccc(Br)cc1	-3	1	1	2	-3	.	-2	-2
Cc1nn(CC(=O)N2CCCCC2)c(=O)c2nn(-c3ccccc3)c(C)c12	0	1	-5	7	10	1	14	.
CCOC(=O)C(=O)NNc1ccccc1C	-14	4	-7	.	3	9	1	.

High-throughput results: PubChem BioAssay, Broad Institute
